Source: PubChem (Broad Institute)
PAX8 reporter – lowers PAX8-driven luciferase in RMG-I cells | RMG-I TPO-luciferase reporter, SteadyGlo, 24 h | inhibition, % at 12.6 µM | 360,000 tested, 1.2% active;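 active means mean replicate inhibition at least 60% with every replicate also reaching 60%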;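 further: luciferase light reporting Pax8 driven TPO promoter activity; plate controls were median of neutral control wells for no effect and mitoxantrone controls for full effect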
Cneo AK release – Cryptococcus neoformans lysis via adenylate kinase release; C. neoformans lysis, adenylate kinase release luminescence, 4 h; normalised: neutral wells 0, clomiphene wells 100; lysis activity, % at 15 µM; 360,000 tested, 0.2% active;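 active means mean lysis activity across replicates of at least 80%, whatever share of replicates individually reach that level; inactive means mean lysis activity below 80%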
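Signal: Adenylate kinase release luminescence | Assay system: Log-phase Cryptococcus neoformans yeast cells | Input: Cells at 5 × 10^6 per mL | Buffer or medium: Fresh YPD growth medium | Compound: Single dose | Schedule: Static 4 h at 37 °C with compound, 1 h detection | Controls: Clomiphene | Read-out: Luminescence rise reflecting yeast cell lysis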
PGC1a acetyl inh – PGC1a acetylation modulation, inhibitor mode | U2OS PGC1a acetylation, AlphaScreen anti-acetyl-lysine; with virally co-expressed GCN5 acetyltransferase | 350,000 tested, 0.17% active | inhibition, % at 15.6 µM;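 active means every replicate shows inhibition of at least 40%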;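 further: 0% = neutral control wells and 100% = positive control wells; some results beyond the cut were filed as inactive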
Casp6 inh – blocks human caspase-6 cleavage activity; P55212; purified caspase-6, Z-VEID-R110 cleavage fluorescence; inhibition, % at 12.5 µM; 350,000 tested, 0.53% active; AID 686996;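 active means mean inhibition across replicates at least about 35%, with every replicate also reaching that limit, limit read from the data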;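 further: 0% = median of neutral control wells and 100% = no fluorescence left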
Target sequence (P55212 24-179 limits assumed): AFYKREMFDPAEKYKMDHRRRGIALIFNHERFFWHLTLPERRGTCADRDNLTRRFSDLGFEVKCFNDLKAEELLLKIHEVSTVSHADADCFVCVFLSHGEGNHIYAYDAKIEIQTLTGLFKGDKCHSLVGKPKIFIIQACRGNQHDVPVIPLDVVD
Target sequence (P55212 194-293 limits assumed): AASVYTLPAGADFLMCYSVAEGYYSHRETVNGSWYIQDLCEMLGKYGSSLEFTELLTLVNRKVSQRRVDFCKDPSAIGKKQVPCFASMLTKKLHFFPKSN
miR122 inh – blocks miR-122 activity in Huh7 sensor cells; Huh7 miR-122 Renilla luciferase sensor, 48 h; neutral wells = 0, positive control = 100; activation (reporter increase), % at 12.5 µM; 340,000 tested, 0.3% active;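 active means mean replicate activation score at least 90 and every replicate individually at or above 90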;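 further: higher luciferase means less miR-122 activity so hits act as miR-122 inhibitors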
FN deposit inh – fibronectin deposition inhibition. 350,000 tested, 0.086% active. inhibition, % at 12.6 µM. AH1F fibroblasts, Alexa488-fibronectin deposition fluorescence, overnight;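 active means mean inhibition across replicates of 30% or more, regardless of how many single replicates reach that level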;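 further: positive control wells lacked labelled fibronectin entirely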
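material = AH1F fibroblast monolayer depositing Alexa488-labelled fibronectin into matrix | amount = 10000 AH1F cells/well | buffer or medium = DMEM plus 2% serum, read in PBS | incubation = 1 h cell adhesion before compound, then overnight fibronectin incubation | detection = fluorescence at 485 nm excitation, 525 nm emission | evaluation = percent inhibition as loss of matrix-bound fibronectin fluorescence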
LGR2 inh – blocks bursicon-induced cAMP signaling via Drosophila LGR2; HEK293 LGR2, CRE-luciferase, bursicon-stimulated, 4 h; inhibition, % at 9.99 µM; 380,000 tested, 0.35% active; AID 720647;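 active means drop in luminescence signal, shown as inhibition above about 50% in the replicate tests, limit read from the data, passing the limit was not always enough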;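 further: agonist challenge used bursicon conditioned medium at about half maximal strength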
EWS-Fli inh – EWS/Fli transcriptional activity inhibition; A673 NR0B1-luciferase reporter, viability-normalised; inhibition, % at 12.6 µM; 350,000 tested, 0.67% active;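 active means mean inhibition of at least 50% after viability correction, with every replicate also passing that limit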;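 further: firefly luciferase signal divided by Alamar Blue viability fluorescence both relative to DMSO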
Active calls of the source: *; & = joins results of further samples; [ ] = dose if it differs, or a comment.

`CSCCC(NC(=O)c1ccco1)C(=O)N1CCCCCCC1` (configuration not stated) gave PAX8 reporter 6.3, Cneo AK release 2.9, PGC1a acetyl inh 5.3, Casp6 inh -1.4, miR122 inh -2.8, FN deposit inh 4.5, LGR2 inh 18.7 and EWS-Fli inh -5.6.
`CC(C)(C)[C@H]1C=C(C(=O)NCc2nc3ccccc3[nH]2)O[C@@H](OCc2ccc(CO)cc2)C1` gave PAX8 reporter -3.8&0.3, Cneo AK release 8.2&-6.3, PGC1a acetyl inh -5.8, Casp6 inh -1.9&-1.2, FN deposit inh -4.0, LGR2 inh 11.0 and EWS-Fli inh 26.8&17.6.
Screening O=C1/C(=C\c2ccsc2)N2CCC1CC2 returned PAX8 reporter 13.6, Cneo AK release -0.8, Casp6 inh -2.6, miR122 inh 1.8, FN deposit inh 6.8, LGR2 inh -8.4 and EWS-Fli inh 7.3.
OC[C@@H]1[C@H](c2ccc(-c3cccnc3)cc2)[C@@H]2CN(Cc3ccccn3)CCCCN12 was read as PAX8 reporter -13.8, Cneo AK release -1.1, PGC1a acetyl inh -7.4, Casp6 inh 2.4, miR122 inh 2.5[16.7 µM], FN deposit inh 2.2, LGR2 inh 32.1 and EWS-Fli inh 0.1.
`COc1ccc2c(C(=O)c3ccc(Cl)cc3)n(CCCC(N)=O)[n+]([O-])c2c1` gave PAX8 reporter 15.0, Cneo AK release -0.5, PGC1a acetyl inh -8.7, Casp6 inh -2.0, miR122 inh 19.6, FN deposit inh -19.2, LGR2 inh -32.8 and EWS-Fli inh 9.6.
COc1ccc(C(C(=O)Nc2c(C)cccc2C)n2c(=O)c(-c3ccco3)nc3ccccc32)cc1 (configuration not stated) was read as PAX8 reporter 18.4, Casp6 inh 4.4, FN deposit inh -0.9, LGR2 inh -9.5 and EWS-Fli inh 34.1.
For CC(C)(C)C(=O)Nc1ccc(N2CCN(c3ccc(C(F)(F)F)cn3)CC2)nc1 the results were PAX8 reporter 24.3, Casp6 inh 3.3, FN deposit inh 0.8, LGR2 inh -8.0 and EWS-Fli inh -35.9.
For Cc1ccc2nc(-c3ccc(Cl)cc3)c(Cc3cccc(Cl)c3)n2c1 the results were PAX8 reporter -216.9, Casp6 inh 0.9, FN deposit inh 0.4, LGR2 inh -34.0 and EWS-Fli inh -74.6.
For O=C1CC(c2ccccc2)=NO1 the results were PAX8 reporter -22.7, Cneo AK release -0.3, PGC1a acetyl inh -2.1, Casp6 inh 0.4, miR122 inh -6.7, FN deposit inh 3.2, LGR2 inh -2.5 and EWS-Fli inh -4.2.
CSCCC(NC(=O)C1CCC(C)CC1)C(=O)N1CCN(c2ccccn2)CC1 (configuration not stated) was read as PAX8 reporter 16.4, PGC1a acetyl inh -13.5, Casp6 inh -0.9, miR122 inh 27.9, FN deposit inh -27.7 and LGR2 inh 4.5.
Screening C[C@H]1CCCCO[C@@H](CN(C)C(=O)NC2CCCCC2)[C@@H](C)CN([C@@H](C)CO)C(=O)c2cc(N(C)C)ccc2O1 returned PAX8 reporter 2.1, Cneo AK release -1.8, PGC1a acetyl inh 6.8, Casp6 inh -3.0, miR122 inh -0.1[16.7 µM], LGR2 inh -1.9 and EWS-Fli inh -0.8.
COc1ccc(S(=O)(=O)N(C)C[C@H]2Oc3ccc(NC(=O)CCCCCC(=O)Nc4ccccc4N)cc3C(=O)N([C@H](C)CO)C[C@H]2C)cc1 was read as Cneo AK release 1.8, PGC1a acetyl inh -1.0, Casp6 inh 0.0, miR122 inh 3.9[16.7 µM], FN deposit inh -3.2, LGR2 inh 10.5 and EWS-Fli inh 5.5.
Screening COC(=O)c1ccc(N2CCN(S(=O)(=O)c3ccc4ccccc4c3)CC2)c([N+](=O)[O-])c1 returned PAX8 reporter -10.0, Cneo AK release 0.7, PGC1a acetyl inh -27.1, miR122 inh -0.7 and FN deposit inh 4.0.
C=CC[C@]1(C(=O)OC)COC(c2ccc(OCCCO)cc2)=N1 was read as PAX8 reporter -64.3, Cneo AK release -11.6, PGC1a acetyl inh 8.0, Casp6 inh 3.8 and EWS-Fli inh -13.7.
`COc1cccc(C(=O)Nc2ccc3c(c2)C(=O)N(C)[C@@H]2CC[C@H](CC(=O)NCc4ccc(F)cc4)O[C@@H]2CO3)c1` gave PAX8 reporter 12.1, Cneo AK release 39.4, PGC1a acetyl inh -17.2, miR122 inh -43.3[16.7 µM], FN deposit inh -1.4, LGR2 inh 8.0 and EWS-Fli inh 7.5.
Screening CCc1cc2c(=O)c(-c3ccon3)c(N)oc2cc1OC returned Casp6 inh -3.3, miR122 inh 6.0, LGR2 inh -73.0 and EWS-Fli inh -65.3.
Cc1cc(NC(=O)C2CCCC2)n(-c2nc3ccccc3[nH]2)n1 was read as Cneo AK release 1.0, PGC1a acetyl inh -40.4, miR122 inh -1.0, FN deposit inh 9.9 and LGR2 inh -10.4.
Screening Cc1ccc(C)c(-c2cc(C(=O)NN3CCOCC3)c3ccccc3n2)c1 returned PAX8 reporter 12.7, PGC1a acetyl inh -8.5, Casp6 inh 2.5, LGR2 inh 10.9 and EWS-Fli inh 0.9.
For C[C@@H]1CN([C@@H](C)CO)C(=O)Cc2cc(NC(=O)C3CCCCC3)ccc2O[C@H]1CN(C)Cc1ccncc1 the results were Cneo AK release 1.7, PGC1a acetyl inh 5.4, Casp6 inh -4.4, miR122 inh -0.6[16.7 µM], LGR2 inh 7.3 and EWS-Fli inh -1.3.
`CC1CN(CC(=O)Nc2ccc([N+](=O)[O-])cc2Br)CC(C)O1` (configuration not stated) gave PAX8 reporter -7.8, PGC1a acetyl inh 1.4, Casp6 inh -0.4, FN deposit inh 3.2, LGR2 inh -0.1 and EWS-Fli inh -0.2.
`CC(=O)c1sc2nc(-c3ccccc3)cc(C)c2c1N` gave PAX8 reporter 11.1, Cneo AK release 0.0, PGC1a acetyl inh -4.0, Casp6 inh 1.3, miR122 inh -6.6, FN deposit inh 11.8, LGR2 inh 9.7 and EWS-Fli inh -8.7.
For CCOc1ccccc1NC(=O)[C@@H](NC(=O)c1cccc(S(=O)(=O)N2CCOCC2)c1)C(C)C the results were PAX8 reporter 20.8, Cneo AK release 1.5, PGC1a acetyl inh 4.1, Casp6 inh -4.5, miR122 inh -7.7, FN deposit inh -2.4, LGR2 inh 5.5 and EWS-Fli inh 7.1.
Screening C[C@@H]1CN([C@@H](C)CO)C(=O)c2cc(NS(C)(=O)=O)ccc2O[C@H]1CN(C)C(=O)Nc1cccc2ccccc12 returned PAX8 reporter 19.5, Cneo AK release 44.8, PGC1a acetyl inh -0.6, Casp6 inh -2.4, miR122 inh 3.3[16.7 µM] and LGR2 inh -15.3.
For C[C@@H]1CN([C@H](C)CO)C(=O)c2cc(NC(=O)c3ccncc3)ccc2O[C@@H](C)CCCCO[C@H]1CN(C)S(=O)(=O)c1ccc(Cl)cc1 the results were PAX8 reporter -4.4, Cneo AK release -1.8, PGC1a acetyl inh 7.1, Casp6 inh 0.3, miR122 inh -5.0[16.7 µM], FN deposit inh 10.1, LGR2 inh -0.3 and EWS-Fli inh -1.1.
Screening CC(/C=C/c1ccccc1)=N\NC(=O)CCc1ccccc1 returned PAX8 reporter -12.5, Casp6 inh 0.4, FN deposit inh -9.7, LGR2 inh -26.5 and EWS-Fli inh -11.3.
`Cc1cc(C)c(NC(=O)CNC(=O)c2cc(C3CC3)nn2-c2ccccc2)c(C)c1` gave PAX8 reporter 7.5, Cneo AK release 0.1, PGC1a acetyl inh 5.0, Casp6 inh 4.3, miR122 inh -3.6, FN deposit inh 3.9, LGR2 inh -15.1 and EWS-Fli inh 5.2.
For CCCCCC(O)CCCC(=O)O (configuration not stated) the results were PAX8 reporter -11.5, Cneo AK release -1.2, PGC1a acetyl inh -12.3, Casp6 inh -0.1, miR122 inh -1.4, FN deposit inh 2.3, LGR2 inh -8.6 and EWS-Fli inh -10.8.
Screening O=C(CC1SCCNC1=O)Nc1ccc(F)c(Cl)c1 (configuration not stated) returned PAX8 reporter -11.3, Cneo AK release 0.4, PGC1a acetyl inh 2.7, Casp6 inh -3.3, miR122 inh -5.4, FN deposit inh -13.4, LGR2 inh 9.6 and EWS-Fli inh -11.1.
`COc1ccc(C(=O)Nc2ccnn2C2CCN(CC3CC=CCC3)CC2)cc1` (configuration not stated) gave PAX8 reporter -1.4, Cneo AK release 1.1, Casp6 inh -1.5, miR122 inh -9.0, FN deposit inh -2.6, LGR2 inh -4.1 and EWS-Fli inh -4.9.
For O=C(Oc1cccc(Br)c1)c1cccnc1 the results were Cneo AK release -2.5, PGC1a acetyl inh 1.4, miR122 inh -0.6 and FN deposit inh 6.8.
Screening Cn1cc(CN2CCC(C(=O)NC(c3ccc(-c4ccccc4)cc3)c3cnccn3)CC2)c2ccccc21 (configuration not stated) returned PAX8 reporter 39.7, Cneo AK release 5.5, PGC1a acetyl inh 10.7, Casp6 inh 12.2, miR122 inh -8.8, FN deposit inh 5.9, LGR2 inh 8.0 and EWS-Fli inh 9.3.
`Cc1ccc(OCC(O)Cn2c(N)nc3c2c(=O)n(C)c(=O)n3C)cc1` (configuration not stated) gave PAX8 reporter 23.5, PGC1a acetyl inh -5.7, Casp6 inh -2.2, FN deposit inh 10.8, LGR2 inh -4.3 and EWS-Fli inh -1.0.
For O=C(OCC#CCSc1nnc(-c2cccc3ccccc23)o1)c1cnc[nH]1 the results were PAX8 reporter -11.4, Cneo AK release 0.7, PGC1a acetyl inh 4.4, Casp6 inh -5.7, miR122 inh 3.9, FN deposit inh 0.3, LGR2 inh -2.7 and EWS-Fli inh -3.6.
CCOC(=O)c1ccc(NS(=O)(=O)c2c(C)n(C)c(=O)n(C)c2=O)cc1 was read as PAX8 reporter -17.9, Cneo AK release 0.5, PGC1a acetyl inh 6.2, Casp6 inh -1.2, miR122 inh -1.0, FN deposit inh -0.7 and EWS-Fli inh 0.2.
For COCCCNC(NC(=O)c1ccc(OC)cc1)C(Cl)(Cl)Cl (configuration not stated) the results were PAX8 reporter 19.9, Cneo AK release -1.2, PGC1a acetyl inh -7.5, Casp6 inh -1.9, miR122 inh 0.5, LGR2 inh 8.9 and EWS-Fli inh 7.8.
Screening CC(=O)Nc1nc2c(C)c(Cl)ccc2s1 returned PAX8 reporter -8.3, Cneo AK release -0.1, PGC1a acetyl inh -9.2, Casp6 inh -6.1, miR122 inh 0.5, FN deposit inh 6.2, LGR2 inh -4.3 and EWS-Fli inh -13.5.
COc1ccccc1C(=O)Nc1ccc2c(c1)OC[C@H](C)N(C)C[C@@H](C)[C@H](OC)CN(C)C2=O was read as PAX8 reporter 11.6, Cneo AK release -2.2, PGC1a acetyl inh -13.9, Casp6 inh -1.7, miR122 inh -5.0[16.7 µM], FN deposit inh 0.1, LGR2 inh -18.6 and EWS-Fli inh -2.5.
`CNS(=O)(=O)c1cccc(C(=O)OCC(=O)NCCCc2ccccc2)c1` gave PAX8 reporter -14.0, Cneo AK release -0.3, PGC1a acetyl inh -6.8, miR122 inh -6.9, FN deposit inh 4.8, LGR2 inh 25.9 and EWS-Fli inh -2.4.
For CCCC#Cc1ccc([C@@H]2[C@@H](CO)N(S(=O)(=O)c3cccc(F)c3)[C@H]2C#N)cc1 the results were PAX8 reporter 50.8, Cneo AK release 1.6, PGC1a acetyl inh 4.0, Casp6 inh -2.6, FN deposit inh -9.8, LGR2 inh -7.2 and EWS-Fli inh 15.3.
